Bioassay records as filed in PubChem BioAssay.
Lipid storage S3: qHTS Assay for Lipid Storage Modulators in Drosophila S3 Cells; Drosophila S3 cells, BODIPY lipid droplet fluorescence, 18-24 h; cells fed with added oleic acid; actives 0.64% (n = 320,000); Potency in µM for hits, for the others lipid storage change, negative = inhibition, % at the top dose, mostly 46.1 µM; active = well fitted inhibition curve with a large enough effect in the signal ratio, with a control signal flat, not every such curve was filed as active; inconclusive = small, poorly fitted or top-dose-only effect, or effect the other way, or a change in a side signal; the % refers to the signal ratio
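Laser-scanning cytometry quantifies lipid droplet accumulation (500–530 nm total intensity; droplet/cell object ratio) in oleic acid-fed (400 uM added) Drosophila S3 cells treated with a concentration series. 20 uM Triacsin C defined 100% inhibition.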
Lipid storage S3 cell count max: recorded beside Lipid storage S3, whose call it bears; cell number change, %; measured here: cell count max response;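 cells counted by Cell Tracker Red CMTPX staining in the red channel; peak over a dose series mostly up to 46.1 µM; percent activity relative to internal control wells on each plate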
Starred values were filed as active, the others as inactive; i = inactive; u = inconclusive; x = not tested or not shown; [ ] = remark or other dose. % is scaled to controls: 0 for no effect and ±100 for the full control effect; potency is read from the fitted curve at half-maximal effect. Not all compounds are listed, so the mix of outcomes need not match the whole.

SMILES	Lipid storage S3	Lipid storage S3 cell count max
COc1ccccc1NC(=S)NNC(=S)Nc1ccc(OC(F)F)cc1	12%	-4
Cc1cccc2sc(N(CCN(C)C)C(=O)/C=C/c3cccs3)nc12	u	x
CC(OC(=O)c1ccccc1C(=O)N(C)C1CCCCC1)C(=O)NC1(C#N)CCCCC1 (stereo not given)	u	x
O=C(CNC(=O)c1cn2ccccc2n1)Nc1ccc(F)c(F)c1	u	x
O=S(=O)(c1ccccc1)N1CCCC1c1nc2ccccc2s1 (stereo not given)	u	x
COC(=O)[C@@H]1C[C@H]1[C@@H](NC(=O)c1ccccc1)c1ccccc1	u	x
Cc1ccc(C(=O)C2CCN(S(=O)(=O)c3c(C)noc3C)CC2)cc1	-8%	-3
O=C(Nc1ccc2nc(-c3ccco3)[nH]c2c1)c1ccco1	u	x
COc1cccc(NC(=O)Nc2nnc(Cc3ccccc3F)s2)c1	u	x
C/C(=N\OCC(=O)Nn1c(=O)[nH]c2ccccc2c1=O)c1cccs1	u	x
COc1cc(C)nc(N2CCCC(C(=O)Nc3ccccc3Br)C2)n1 (stereo not given)	-11%	-9
Cc1ccc2cc(C(c3nnnn3C3CCCC3)N(Cc3cccnc3)Cc3ccco3)c(=O)[nH]c2c1 (stereo not given)	u	x
c1ccc(-c2cncn2-c2ccccc2)cc1	u	x
Cn1c(SCC(=O)c2ccc(F)cc2)nc2cccnc21	u	x
CCOC(=O)c1ccc(NC(=O)CCc2ccc(C)o2)cc1	-7%	2
O=C1CSC(c2cccnc2)N1Cc1ccc(Cl)cc1Cl (stereo not given)	4%	5
COc1ccc(C)cc1NC(=O)NNC(=O)C(C)Oc1ccc([N+](=O)[O-])cc1 (stereo not given)	23%	18
Cc1ccc(CC(=O)Nc2ccc(S(=O)(=O)N3CCOCC3)cc2)cc1	u	x
COc1cc(NC(=O)C/C(C)=N/NC(=O)C(=O)NC2CCCCC2)c(OC)cc1Cl	u	x
O=C(COc1cc2oc(=O)c3c(c2cc1Cl)CCC3)Nc1ccc(CN2CCOCC2)cc1	u	x
CS(=O)(=O)c1cccc(-c2csc(N3CCC(C(N)=O)CC3)n2)c1	10%	-22
CC(Cl)C(=O)Nc1ncc(C(F)(F)F)cc1Cl (stereo not given)	i	-1
O=c1[nH]cc(N(CCO)CCO)c(=O)[nH]1	u	x
O=C(Nc1nc2ccc(F)cc2s1)C1=NN(c2ccccc2)C(=O)CC1	u	x
CCOC(=O)CC(NC(=O)c1cccs1)c1ccc(C)cc1 (stereo not given)	u	x

Whole records, quoted from the list. Order of values: Lipid storage S3	Lipid storage S3 cell count max
Shown for `CC(Cl)C(=O)Nc1ncc(C(F)(F)F)cc1Cl` (stereo not given) : i	-1
Shown for `COc1cccc(NC(=O)Nc2nnc(Cc3ccccc3F)s2)c1` : u	x
Shown for `Cc1cccc2sc(N(CCN(C)C)C(=O)/C=C/c3cccs3)nc12` : u	x
Shown for `Cc1ccc(C(=O)C2CCN(S(=O)(=O)c3c(C)noc3C)CC2)cc1` : -8%	-3

Compounds shown so far with a furan ring, fused or not, in the order listed:
SMILES	Lipid storage S3	Lipid storage S3 cell count max
O=C(Nc1ccc2nc(-c3ccco3)[nH]c2c1)c1ccco1	u	x
Cc1ccc2cc(C(c3nnnn3C3CCCC3)N(Cc3cccnc3)Cc3ccco3)c(=O)[nH]c2c1 (stereo not given)	u	x
CCOC(=O)c1ccc(NC(=O)CCc2ccc(C)o2)cc1	-7%	2

Other structures:
SMILES	Lipid storage S3	Lipid storage S3 cell count max
CCC(C(=O)O)N1C(=O)C2CCCCC2C1=O (stereo not given)	-8%	-2
COc1ccc(S(=O)(=O)N2CCCCC2)cc1NC(=O)CCNC(=O)c1ccccc1Cl	u	x
Cc1cc2ccccn2c1C(C[N+](=O)[O-])c1ccc(N(C)C)cc1 (stereo not given)	8%	13
COc1ccccc1NC(=S)N(CCCN(C)C)Cc1cc2cc3c(cc2[nH]c1=O)OCO3	u	x
Cc1nc([N+](=O)[O-])c(SCC(O)CCl)n1Cc1ccc(Cl)cc1 (stereo not given)	5%	4
O=C(Nc1ccc(N2CCCC2)cc1)c1cccc(-c2cc3ccccc3oc2=O)c1	7%	8
Cc1cc(NCCCn2ccnc2)n2nc(-c3ccc(Cl)cc3)cc2n1	-8%	3
CC(=O)Nc1ccc(S(=O)(=O)NCCS(=O)(=O)N2CCN(c3ccccc3)CC2)cc1	u	x
CCCc1cc(=O)oc2c(C)c(O)c(CN3CCCCC3)cc12	8%	-2
COc1ccc(N2CCN(C(=O)Cc3ccc(OC)c(OC)c3)CC2)cc1	i	3
O=C(COC(=O)c1ccccc1)Nc1cc(S(=O)(=O)N2CCCCCC2)ccc1Cl	11%	3
CC(=O)NC/C(C)=N\Nc1ccc([N+](=O)[O-])cc1	6%	-4
O=C(NCCN1CCCCC1)Nc1cccc(C(F)(F)F)c1	i	12
O=C(NNC(=O)c1cc2ccccc2cc1O)NC1CCCCC1	-13%	-18
C=CCNc1nc(-c2ccccc2)c(C(=O)OCC)cc1C#N	-23%	-18
Cc1nc2cc3c(cc2c(C)c1C(=O)OC(C)C)OCO3	u	x
Clc1ccc(-c2nc3cnccn3c2Nc2ccc3c(c2)OCO3)cc1	u	x
CC1CCc2c(sc3ncnc(SCC(=O)c4ccccc4)c23)C1 (stereo not given)	2%	-4
CCNC(=S)N(CCc1c(C)[nH]c2ccc(F)cc12)Cc1cccnc1	-9%	-8
CCOC(=O)c1cccc(S(=O)(=O)N2CCCC2)c1	-11%	7
CCC(=O)Oc1ccc(C(CC)C(CC)c2ccc(OC(=O)CC)cc2)cc1 (stereo not given)	11%	2
COC(=O)c1cccc(Cn2c(Cl)c(/C=N/Nc3ccccc3C)sc2=O)c1	u	x
Cc1ccc(SC[C@H](c2ccccc2)N2CCN(C)CCC2=O)cc1	0%	-6
COc1ccc(-c2[nH]c(-c3cccc(OC)c3)nc2SCC(=O)NC2CCCC2)cc1	8%	-4
COCCOC(=O)C1=C(C)NC(=O)NC1c1ccc(-c2ccc(F)cc2)o1 (stereo not given)	u	x
SMILES	Lipid storage S3	Lipid storage S3 cell count max
COCCn1c(SCC(=O)c2c(N)n(C3CC3)c(=O)[nH]c2=O)nc2ccccc21	8%	x
COC(=O)CCN(C(C)=O)c1ccc(N)cc1	u	x
CC(=O)c1ccc(S(=O)(=O)Oc2ccc(-c3ccc(C(=O)O)cc3)cc2)cc1	u	x
Cc1cccc(NC(=O)CSc2nnc(-c3ccccc3)n2N)c1	u	x
Cc1ccc(CNc2nc3ccccc3n2C)o1	u	x
COC(=O)c1ccc(Cn2nc([N+](=O)[O-])c(Br)c2C)cc1	u	x
O=C(c1ccco1)N1CCN(c2ccc([N+](=O)[O-])c(N3CCOCC3)c2)CC1	-10%	-16
CN(C)c1ccc(/C=N/NC(=O)c2ccccc2)cc1	-3%	11
O=C(O)c1ccccc1NC1CCCCC1NS(=O)(=O)c1ccccc1 (stereo not given)	-2%	1
COc1ccc(C(=O)Nc2nnc(CC(=O)N/N=C/c3ccc(O)cc3O)s2)cc1	u	x
FC(F)Oc1ccc(-n2cc(-c3ccccc3)[n+]3c2CCCCC3)cc1	u	x
CN(C)C1(CNC(=S)Nc2ccccc2C(F)(F)F)CCCCC1	0%	7
N#Cc1c2c(c(-c3ccccc3Cl)[nH]c1=S)CCCC2	u	x
Cc1ccc(N(CC(=O)NCc2ccccn2)S(=O)(=O)c2ccccc2)cc1C	i	12
C=CCn1c(N)cc(=O)nc1SCC(=O)Nc1ccc(C(=O)OCC)cc1	20%	-9
Cc1ccc(CN2CCN(/N=C\C(Br)=C\c3ccccc3)CC2)cc1	u	x
O=C(Nc1nc(-c2ccccc2)cs1)c1ccc(Br)o1	u	x
Cc1nnsc1C(=O)N1CCN(c2ccc(F)cc2)CC1	-2%	7
CC(C)N1C(=O)N(c2ccc(Cl)cc2)C(C)(O)CC1(C)C (stereo not given)	-3%	-7
Cc1nc(CSc2nsc(C)c2C#N)cs1	i	x
CSc1ncc(C(=O)O)n1-c1ccc(F)cc1	u	x
CCOC(=O)C1CC=C(Cl)CC1C(=O)Nc1nccs1 (stereo not given)	i	x
CC1CCc2[nH]c3ccc(C(=O)N(C)CC(=O)Nc4ccccc4Br)cc3c2C1 (stereo not given)	u	x
Cc1ccc(N2CC(C(=O)NCc3n[nH]c(=O)c4ccccc34)CC2=O)cc1 (stereo not given)	u	x
Cc1cc(-c2c(C)[nH]n(-c3ccccc3)c2=O)n[nH]1	u	x

Some of the entries above, set out differently:
O=C(Nc1nc(-c2ccccc2)cs1)c1ccc(Br)o1
  Lipid storage S3: u; Lipid storage S3 cell count max: x

Cc1nnsc1C(=O)N1CCN(c2ccc(F)cc2)CC1
  Lipid storage S3: -2%; Lipid storage S3 cell count max: 7

Next records
SMILES	Lipid storage S3	Lipid storage S3 cell count max
CN1CCN(S(=O)(=O)c2cccc(C(=O)Nc3ccccc3N3CCOCC3)c2)CC1	u	x
C[N+]1(CCCCCCC(=O)/C=N/O)CCCCCC1	-15%	-24
O=C(CSc1nc(O)c(C2CCCCC2)c(=O)[nH]1)Nc1ccccc1Cl	u	x
O=C(COC(=O)Cc1ccccc1F)NCCc1ccccc1	u	x
C=CCN(C(=O)CCc1ccccc1OC)c1nc(-c2ccc(S(C)(=O)=O)cc2)cs1	u	x
COc1ccc(CN(C)C(=O)c2cc(-c3ccccc3)nc3ccc(C)cc23)c(OC)c1OC	u	x
Cc1cc(C)cc(C(=O)N2CCC3(CC2)NCCc2[nH]cnc23)c1	-14%	x
N#Cc1ccsc1NC(=O)CN1CCN(c2ccc(O)cc2)CC1	u	x
Cc1ccc(-c2nnc(NCc3nc4ccccc4[nH]3)c3ccccc23)cc1S(=O)(=O)N1CCCCC1	0%	2
CCOc1ccc(NC(=S)Nc2cccc3ccccc23)cc1	u	x
O=S(=O)(Nc1cccc(-c2ccc3nncn3n2)c1)c1ccccc1F	u	x
COc1ccc2oc(C(=O)OCC(=O)N(C)c3ccccc3)c(C)c2c1	u	x
CC(C)(C)c1ccc(S(=O)(=O)CC(O)CSc2nc3c(cc2C#N)CCCC3)cc1 (stereo not given)	-16%	-9
Brc1ccc(-c2nc3ccccc3s2)s1	20%	-14
c1ccc(Cn2nnc3cnccc32)cc1	u	x
COc1ccc(C(=O)c2c(N)sc3c2CCN(C)C3)cc1	9%	15
O=C(Nc1cccc(C(F)(F)F)c1)c1sc(Cl)nc1C(F)(F)F	10µM*	-10*
CCN(C(=O)COC(=O)C(Cc1ccccc1)N1C(=O)c2ccccc2C1=O)C1CCS(=O)(=O)C1 (stereo not given)	u	x
COc1ccc(OC)c(C(=O)NC2CC(C)(C)Cc3c2cnn3-c2ccccc2)c1 (stereo not given)	u	x
C/C(=N\NC(=O)CCCNc1cccc(C)c1)c1ccncc1	-11%	0
C=CCN(CC=C)C(=O)c1cccc(OC2CCN(CC(C)(C)C)CC2)c1	i	20
O=C1c2ccccc2C(=O)c2c(NCCCN(CCO)CCO)cccc21	13%[9.22 µM]	8
Cc1ccn2c(CNCC3COCCO3)c(C(=O)N3CCCCCC3)nc2c1 (stereo not given)	i	x
COc1ccc(C2(CNC(=O)c3cccc([N+](=O)[O-])c3)CCOCC2)cc1	19%	-7
C[C@@H]1C=C(C(=O)N2CCN(C)CC2)O[C@H](OCc2ccc(CO)cc2)C1	-15%	-8
SMILES	Lipid storage S3	Lipid storage S3 cell count max
Cc1cc(/C=N/NC(=O)CC2(C)OCCO2)c(C)n1-c1cc(Cl)cc(Cl)c1	-3%	-22
Cc1nn(C)c2ncc(C(=O)c3ccccc3O)cc12	u	x
c1ccc2c(c1)OCc1cn[nH]c1-2	u	x
CC(=O)N/N=C(/C)c1ccc(NC(=O)c2csc(C)c2C)cc1	u	x
COc1cccc(NC(=O)C2C3C=CC(O3)C2C(=O)NCc2cccnc2)c1 (stereo not given)	u	x
Oc1ccc(-c2sc(Nc3ccccc3)n[n+]2-c2ccc(F)cc2)cc1	u	x
CCOC(=O)C1CCN(Cc2cn[nH]c2-c2ccc(C)cc2)CC1	8%	12
COc1ccc(-c2nnc(NC(=O)CSc3ccccc3)s2)cc1OC	5%	0
CSc1nc2ccccc2cc1/C=C(\C#N)c1ccc(Cl)c(Cl)c1	8%	-5
Cc1n[nH]c(=O)c2c(NC(=O)COC(=O)Cc3c(F)cccc3Cl)oc(C)c12	u	x
CCc1cc(=O)n2c([nH]c3ccccc32)c1C#N	u	x
CCc1ccccc1OCC(=O)OCC(=O)Nc1cc(C)on1	u	x
CCC(CC)NC(=O)COC(=O)CCC(=O)c1ccc(Cl)cc1	u	x
O=C(CNC(=O)/C(=C\c1ccc(F)cc1)NC(=O)c1ccccc1)OCc1ccccc1	-11%	-5
CCOC(=O)N1CCN(C(=O)CN(c2ccc(Oc3ccccc3)cc2)S(C)(=O)=O)CC1	u	x
CC1(C)Oc2ccc(NC(=O)C3COc4ccccc4O3)cc2O1 (stereo not given)	14%	-18
NC(=O)c1nnn(-c2ccccc2)c1N	14%	1
Cc1cnc(C(=O)Nc2nnc(C3CC3)s2)cn1	u	x
COc1cccc(NC(=S)NCc2ccccc2)c1	8%	5
Cc1ccc(-c2nnn(CC(=O)Nc3nnc(C(C)C)s3)n2)cc1	9%	20
N#Cc1c(Nc2cccc(F)c2)sc2c(O)cc(=O)[nH]c12	u	x
CCOC(=O)C1(CCOc2ccccc2)CCN(Cc2cccc(F)c2)CC1	u	x
